Screening results (PubChem)
CHX counter = counter-screen hit for Shiga toxin inhibitors, cycloheximide. max response, %. cell reporter, cycloheximide protein synthesis inhibition counterscreen. 12% of 300,000 active. AID 2314; in the data active means max response mostly above about 13%, no sharp cut-off; inactive means mostly below about 14%; further: read at 38.3 µM for the half of the compounds with a filed dose; 0% is about no effect
HCV inh = blocks hepatitis C virus; Potency, µM (doses to about 41.8 µM), without a hit: at the top dose activity change, negative = inhibition, actives largely listed as inhibitors; Huh7.5.1 HCVcc-Cre infection, luciferase reporter, 44 h; 3.4% of 340,000 active; further: potency means the concentration at half of the fitted maximal effect; on the % scale 0 is the no-effect control and ±100 the full control effect
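Cells seeded at 1,000/well and cultured 4 h, then compounds added followed by HCVcc-Cre virus (~0.5 moi). After 44 h further culture, luciferase substrate was added, plates held 15 min at room temperature, and luminescence read for 15 sec.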
Shiga inhibitor = inhibitors of Shiga toxin in Vero cells. Vero cells, Shiga toxin protein synthesis inhibition reporter. inhibition, % at 38.7 µM. 9.2% of 290,000 active; in the data active means inhibition mostly above about 28%, no sharp cut-off; inactive means mostly below about 43%; further: 0% is about no effect
Pf growth 96h = P. falciparum growth inhibition at 96 hour, primary screen for plastid delayed-death inhibitors; AID 504834; Potency, µM (titrated, usually from 28.7 µM), inactives show at the top dose activity change, negative = inhibition, usual class: inhibitors; P. falciparum luciferase reporter growth, 96 h; 6.9% of 320,000 active; further: potency means the concentration at half of the fitted maximal effect; on the % scale 0 is the no-effect control and ±100 the full control effect
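Infected RBCs, 2% Hct / 0.05% parasitemia final; luciferase-reporter P. falciparum; cpd 96 h, 37 C, 5% CO2; luciferase detection reagent; luminescence.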
FBPA Giardia inh = Giardia lamblia aldolase inhibition. AID 2451. purified Giardia FBPA. 0.71% of 290,000 active. Potency, µM (series often up to 59.6 µM), for inactives: at the highest dose activity, negative = inhibition, most hits filed as inhibitors; further: potency means the concentration at half of the fitted maximal effect; on the % scale 0 is the no-effect control and ±100 the full control effect; nearly all actives have a fitted effect of over 55% in size
Target sequence (A8B2U2 whole entry, looked up): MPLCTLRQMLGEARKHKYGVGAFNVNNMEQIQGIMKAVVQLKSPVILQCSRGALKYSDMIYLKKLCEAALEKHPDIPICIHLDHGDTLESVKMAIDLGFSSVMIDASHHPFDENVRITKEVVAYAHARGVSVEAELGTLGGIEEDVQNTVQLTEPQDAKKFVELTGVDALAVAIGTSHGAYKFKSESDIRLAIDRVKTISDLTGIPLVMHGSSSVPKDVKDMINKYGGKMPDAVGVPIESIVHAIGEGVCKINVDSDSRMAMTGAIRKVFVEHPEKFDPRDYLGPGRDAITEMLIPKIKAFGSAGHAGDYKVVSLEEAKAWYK
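Giardia FBPA (40 nM reagent) was preincubated 10 min at RT with compound (up to 57.5 uM final), then substrate plus GAPDH/TPI/NAD/arsenate coupling system with diaphorase/resazurin was added; resorufin fluorescence (525/598 nm) was read after 20 min.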
Pf growth 48h = P. falciparum growth inhibition at 48 hours (one generation); P. falciparum luciferase growth in erythrocytes, 48 h; Potency, µM (highest dose often 28.7 µM), without a hit: at the top dose activity change, negative = inhibition, usual class: inhibitors; 5.9% of 310,000 active; AID 504832; further: potency means the concentration at half of the fitted maximal effect; on the % scale 0 is the no-effect control and ±100 the full control effect
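Cell-based growth assay: transgenic P. falciparum expressing firefly luciferase, cultured in red cells within RPMI 1640 containing 0.5% w/v Albumax, 24 mM bicarbonate and gentamycin. A drop in luciferase activity indicates inhibition.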
* marks the source's active call; other numbers are inactive results; ? = inconclusive; · = not tested or not shown; & = joins results of further samples; [ ] = another dose, or the depositor's remark. Unless noted, the call rests on the fitted dose curve; in most records, active means well fitted curve in the direction sought with a large enough effect; inconclusive means small, poorly fitted or top-dose-only effect, or another doubt; inactive means no such curve, though single readings can be large; an effect the other way counts as inactive or inconclusive.

SMILES	CHX counter	HCV inh	Shiga inhibitor	Pf growth 96h	FBPA Giardia inh	Pf growth 48h
O=C(COc1cccc(Cl)c1)NCC(c1cccs1)N1CCOCC1 (stereo unspecified)	·	5%	·	?	·	?
O=C1C=C(c2ccc(Br)c3ccccc23)C[C@@H](c2ccc3c(c2)OCO3)C1	·	2%	·	?	·	0%
Cc1nn(Cc2ccc(Cl)cc2)c2sc(C(=O)OCC(N)=O)cc12	-3	-4%	-15	?	0%	·
CC(=O)NC(=S)Nc1cc(C(=O)O)ccc1Cl	6	20%	-2	-21%[5.75 µM]	4%	-10%
CN(C)Cc1cc(CN(C)C)c(O)c(CCc2ccccc2)n1	-3	4%	-7	-34%	-21%	·
COc1cc(Nc2cc(C)nc3ncnn23)cc(OC)c1OC	-5	12%	20	?	-17%	9.3µM*
Cc1nn(-c2cc(N3CCOCC3)ccc2[N+](=O)[O-])c(=O)c2ccccc12	-4	-6%	-18	14%	0%	·
Cc1onc(-c2ccccc2)c1C(=O)n1cccn1	-2	13%	-13	89%[activator]	-4%	10%
CCN(C(=O)c1cc2c(=O)n3cccc(C)c3nc2s1)C1CCCCC1	15	-20%	1	26%	-3%	-47%
COc1ccc(C2(C(=O)Nc3ccc(C)cc3)CCOCC2)cc1	-3	-11%	-12	26%	3%	?
CCC(C)NC(=O)c1c(N)n(CCCOC)c2nc3ccccc3nc12 (stereo unspecified)	-2	8%	-46	2.3µM*	?	?
O=C(Nc1ccc(S(=O)(=O)NCCc2ccccc2)cc1)c1ccncc1	15	11µM*	-4	?	·	29%
COc1ccc(OCc2cc(C(=O)N3CCCC(OC)C3)no2)c2ccccc12 (stereo unspecified)	50*	5%	92*	17%	-27%	?
CNC(=O)CSc1nnc(C2CC2)n1-c1ccccc1	1	-3%	-13	21%	-2%	9%
COc1ccc(Cn2c(-c3ccco3)nc3oc4ccccc4c(=O)c3c2=O)cc1	0	-2%	-2	27%	-4%	18%
CC(=O)Nc1nc(CCC(C)C)cc2c1c(=O)oc1ccccc12	4	16%	-10	·	3%	-6%
CC(=O)Nc1ccc(NC(=O)C(F)(F)F)cc1	-4	16%	-5	20%	4%	35%[activator]
C=C(C)Cn1c(SCCN2CCOCC2)nc2c1c(=O)[nH]c(=O)n2C	-1	26%	-5	-14%	-1%	4%
C=CCOc1c(Br)cc(CNc2ccc3[nH]c(=O)[nH]c3c2)cc1OCC	0	?	25	10µM*	-7%	2%
O=C(NCCC(=O)N1CCN(c2ccccc2O)CC1)c1ccc(Cl)cc1	·	2%	·	?	·	?
COc1ccc(-c2csc(N3CCOCC3)n2)cc1OC	51*	-9%	75*	-20%	6%	125%[activator]
CN(C(=O)c1ccc(NC(=O)Cc2ccc(NC(=O)C3CCCN(C(=O)C4CCCCC4)C3)cc2)cc1)C1CC1 (stereo unspecified)	·	?	·	?	·	?
CCc1nn(CC(=O)N2CCN(c3ccc(OC)cc3)CC2)c(=O)c2cc3occc3n12	-10	?	-4	2%	·	21%
COc1ccc(CN(C)C(=O)c2ccc(NC(=O)CC3SC(N4CCCC4)=NC3=O)cc2)c(OC)c1OC (stereo unspecified)	·	7%[8.37 µM]	·	5.9µM*	·	?
CCn1c2ccccc2c2cc(NC(=O)C(C)C)ccc21	-3	?	-12	?	4%	?
CCn1c(C)nc2cc(C(=O)NNC(=S)Nc3ccccc3OC)ccc21	20*	7%	33*	62%[activator]	7%	113%[activator]
COC(=O)[C@@H]1[C@@H](C#N)C2(c3ccccc3-c3ccccc32)N(c2ccc(Cl)cc2)N1C#N	12*	?	47*	-5%	-19%	-20%
COc1ccc(N2CCCn3c2nc2c3c(=O)n(Cc3ccccc3F)c(=O)n2C)cc1	-3	·	-2	?	16%	-19%
Cc1cccc(NS(=O)(=O)c2c(C)nc3scc(C)n3c2=O)c1	-2	-2%	-8	16%	·	?
COc1cc(/C=N/Nc2nc3ccccc3s2)ccc1O	72*	-1%	63*	155%[activator]	-4%	60%[activator]
Cc1ccc(N(CC(=O)NC(C)(C)C)C(=O)CNC(=O)c2cccs2)cc1C	-5	10%	10	44%	-1%	?
Cc1c(C(=O)OCC(C)C)[nH]c2c1C(=O)CC(c1cccs1)C2 (stereo unspecified)	9	?	15	-3%	4%	?
CCCCC1(C)OC(=O)C(=Cc2ccc(N(C)C)cc2)C(=O)O1 (stereo unspecified)	-3	11%	-2	113%[activator]	-3%	14%
O=C(CSCc1ccc(Br)cc1)NCCc1ccccc1	-3	-6%	2	5%	9%	-14%
CCc1ccc(Nc2nnc(SCn3nnc4ccccc4c3=O)s2)cc1	6	-15%	-19	-27%	0%	·
O=C(O)COc1ccc(C(=O)c2cccs2)c(Cl)c1Cl	-2	·	-6	3.8µM*	?	7%&-7%
CCOC(=O)c1[nH]c(C)c(C(=O)OCC(=O)NCc2ccc(OC)cc2)c1C	·	?	·	?	·	?
Cc1cccc(NC(=O)C2CCCN(S(=O)(=O)c3cccs3)C2)c1C (stereo unspecified)	-2	-9%	-6	?	-2%	-7%
Cc1cc(C)c2c(C(C)(C)C)nn(-c3ccccc3)c2n1	-3	-24%	-3	?	3%	·
COCC(=O)Nc1ccc2c(c1)OCO2	14	3%	12	-21%	-6%	47%[activator]
O=C(COC(=O)c1cccnc1Nc1cccc(C(F)(F)F)c1)NCCN1C(=O)CSC1=O	33	-25%	-7	?	0%	-8%
CCCOc1ccc(NC(=O)C2CC(=O)N/C(=N/N=C(C)/C=C/c3ccc(N(C)C)cc3)S2)cc1 (stereo unspecified)	40*	-1%	82*	?	-2%	46%[activator]
CCCN(CC(=O)Nc1ccccc1OC)C(=O)CSC(=S)N1CCCC1	·	?	·	?	·	?
CCOc1ccc(Nc2cc(Nc3ccccc3OCC)nc(C=C(C#N)C#N)n2)cc1	2	12%	-3	18%	-1%	1%
O=C(c1ccc(S(=O)(=O)c2cccc(Cl)c2)c([N+](=O)[O-])c1)N1CCN(c2ccccn2)CC1	22*	?	-12	?	-7%	?
COc1ccc2c(c1OC)C(=O)OC2C1c2c(cc3c(c2OC)OCO3)CCN1C (stereo unspecified)	-3&-2	-22%[8.37 µM]	-18&10	13µM*	-2%&4%&-4%	?
CCOC(=O)N1CCN(C(=O)CSCc2ccccc2)CC1	35*	18%	22	?	1%	57%[activator]
CCOC(=O)c1ccccc1NC(=O)CSc1nc2[nH]ncc2c(=O)[nH]1	·	?	·	0%	·	-14%

Profiles, looked up by structure. Values in the order: CHX counter | HCV inh | Shiga inhibitor | Pf growth 96h | FBPA Giardia inh | Pf growth 48h
Shown for `CCCN(CC(=O)Nc1ccccc1OC)C(=O)CSC(=S)N1CCCC1` → · | ? | · | ? | · | ?
Shown for `CCCOc1ccc(NC(=O)C2CC(=O)N/C(=N/N=C(C)/C=C/c3ccc(N(C)C)cc3)S2)cc1` (stereo unspecified) → 40* | -1% | 82* | ? | -2% | 46%[activator]

Next entries follow:
SMILES	CHX counter	HCV inh	Shiga inhibitor	Pf growth 96h	FBPA Giardia inh	Pf growth 48h
CCOc1ccc(N2C(=O)C3CC(C)=C(C)CC3C2=O)c([N+](=O)[O-])c1 (stereo unspecified)	1	-4%	-7	?	-12%	1%
CCOc1ccccc1NC(=O)c1ccc(C(=O)Nc2ccccc2OCC)nc1	-2	-4%	3	?	-1%	-5%
COc1ccc(C)cc1NC(=O)c1cc(S(=O)(=O)N2CCC3(CC2)OCCO3)ccc1F	-8	?	2	?	·	0%
CNC(=O)c1[nH]cnc1C(=O)Nc1cccc(Cl)c1	·	19%	·	74%[activator]	·	86%[activator]
Cc1cccc(/C=C/c2onc(C)c2S(=O)(=O)N2CCC(C(=O)N3CCCCC3)CC2)c1	-2	10µM*	-5	?	·	9.3µM*
O=C(NCCC1CCCCN1S(=O)(=O)c1ccccc1)C(=O)NCc1ccccc1 (stereo unspecified)	·	-3%	·	17µM*	·	-21%
CCN(CC(=O)NC(C)C)C(=O)c1ccc(Cl)cc1	-3	12%	-3	31%[activator]	1%	20%
Cc1ccc(N(C)C(=O)N2CCN(c3ccccn3)CC2)cc1	-2	7%	14	-22%	-3%	0%
CCOC(=O)CSc1nnc(-c2ccc(OC)cc2)n1CC	-3	1%	6	1%	4%	9%
CC(C)COC(=O)N1CCCC1C(=O)O (stereo unspecified)	-1	3.2µM*	5	?	-7%	0%
C=CCc1c(C)nc(SCCC)[nH]c1=O	-6	-15%	-15	?	-17%	8%
O=C(O)c1cc(-c2ccc(O)cc2)on1	-1	-4%	3	?	-5%	8%

Structural class: the entries above containing a halogen.
SMILES	CHX counter	HCV inh	Shiga inhibitor	Pf growth 96h	FBPA Giardia inh	Pf growth 48h
O=C(COc1cccc(Cl)c1)NCC(c1cccs1)N1CCOCC1 (stereo unspecified)	·	5%	·	?	·	?
O=C1C=C(c2ccc(Br)c3ccccc23)C[C@@H](c2ccc3c(c2)OCO3)C1	·	2%	·	?	·	0%
Cc1nn(Cc2ccc(Cl)cc2)c2sc(C(=O)OCC(N)=O)cc12	-3	-4%	-15	?	0%	·
CC(=O)NC(=S)Nc1cc(C(=O)O)ccc1Cl	6	20%	-2	-21%[5.75 µM]	4%	-10%
CC(=O)Nc1ccc(NC(=O)C(F)(F)F)cc1	-4	16%	-5	20%	4%	35%[activator]
C=CCOc1c(Br)cc(CNc2ccc3[nH]c(=O)[nH]c3c2)cc1OCC	0	?	25	10µM*	-7%	2%
O=C(NCCC(=O)N1CCN(c2ccccc2O)CC1)c1ccc(Cl)cc1	·	2%	·	?	·	?
COC(=O)[C@@H]1[C@@H](C#N)C2(c3ccccc3-c3ccccc32)N(c2ccc(Cl)cc2)N1C#N	12*	?	47*	-5%	-19%	-20%
COc1ccc(N2CCCn3c2nc2c3c(=O)n(Cc3ccccc3F)c(=O)n2C)cc1	-3	·	-2	?	16%	-19%
O=C(CSCc1ccc(Br)cc1)NCCc1ccccc1	-3	-6%	2	5%	9%	-14%
O=C(O)COc1ccc(C(=O)c2cccs2)c(Cl)c1Cl	-2	·	-6	3.8µM*	?	7%&-7%
O=C(COC(=O)c1cccnc1Nc1cccc(C(F)(F)F)c1)NCCN1C(=O)CSC1=O	33	-25%	-7	?	0%	-8%
O=C(c1ccc(S(=O)(=O)c2cccc(Cl)c2)c([N+](=O)[O-])c1)N1CCN(c2ccccn2)CC1	22*	?	-12	?	-7%	?
COc1ccc(C)cc1NC(=O)c1cc(S(=O)(=O)N2CCC3(CC2)OCCO3)ccc1F	-8	?	2	?	·	0%
CNC(=O)c1[nH]cnc1C(=O)Nc1cccc(Cl)c1	·	19%	·	74%[activator]	·	86%[activator]
CCN(CC(=O)NC(C)C)C(=O)c1ccc(Cl)cc1	-3	12%	-3	31%[activator]	1%	20%

Compounds were not picked by outcome. About 24% of those tested had a hit in this group.
